# CHO-K1 Ca antag – counter-screen for M1 antagonists: effect in parental CHO-K1 cells; 360,000 compounds, 0.6% hits; ATP-induced calcium, Fluo-8 fluorescence; inhibition, % at 3 µM; AID 602250;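 active = inhibition above a per-plate cutoff, the plate's mean sample inhibition plus 3 SD, cut at about 24% in these data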;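 note: 0% = DMSO plus EC80 ATP and 100% = DMSO alone without ATP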
# CHRM4 antagonist – CHRM4 antagonism in calcium assay. P08173. inhibition, % at 3 µM. 360,000 compounds, 0.73% hits. CHO-hM4 cells, ACh EC80, Fluo-8 calcium fluorescence. AID 624125;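 active = inhibition above its plate's cutoff, the mean inhibition of sample wells plus 3 SD, cut at about 27% in these data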;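 note: 0% = acetylcholine EC80 with DMSO and 100% = DMSO without agonist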
# Target sequence (P08173 whole entry, looked up): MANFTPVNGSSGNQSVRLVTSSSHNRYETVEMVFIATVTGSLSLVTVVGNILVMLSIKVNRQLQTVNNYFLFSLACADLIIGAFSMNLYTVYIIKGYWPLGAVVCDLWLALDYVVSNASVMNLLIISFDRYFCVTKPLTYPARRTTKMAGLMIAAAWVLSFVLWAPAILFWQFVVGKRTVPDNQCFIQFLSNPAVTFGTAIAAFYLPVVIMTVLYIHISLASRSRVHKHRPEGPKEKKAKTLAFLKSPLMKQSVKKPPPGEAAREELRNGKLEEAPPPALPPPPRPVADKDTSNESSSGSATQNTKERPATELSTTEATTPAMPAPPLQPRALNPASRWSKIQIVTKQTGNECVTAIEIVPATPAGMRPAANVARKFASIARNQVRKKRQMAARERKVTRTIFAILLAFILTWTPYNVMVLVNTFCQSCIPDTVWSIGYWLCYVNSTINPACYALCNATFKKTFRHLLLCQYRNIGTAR
# CHRM4 PAM – CHRM4 positive allosteric modulation; P08173; CHO-K1 hM4/Gqi5, Fluo-8 calcium fluorescence, ACh EC20; 0% = ACh EC20, 100% = maximal ACh; activation, % at 3 µM; 360,000 compounds, 0.4% hits;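 active = activation above its plate's cutoff, the mean activation of sample wells plus 3 SD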; note: some results filed as inactive read as strong as hits
# CHRM5 PAM – CHRM5 positive allosteric modulation | P08912 | CHO-K1 hM5, Fluo-8 calcium, ACh EC20 PAM; 0% = ACh EC20, 100% = ACh EC100 | activation, % at 3 µM | 360,000 compounds, 0.3% hits | AID 624038;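 active = activation above the run cutoff, the mean activation of all test compounds plus 3 SD, cut at about 18% in these data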
# Target sequence (P08912 whole entry, looked up): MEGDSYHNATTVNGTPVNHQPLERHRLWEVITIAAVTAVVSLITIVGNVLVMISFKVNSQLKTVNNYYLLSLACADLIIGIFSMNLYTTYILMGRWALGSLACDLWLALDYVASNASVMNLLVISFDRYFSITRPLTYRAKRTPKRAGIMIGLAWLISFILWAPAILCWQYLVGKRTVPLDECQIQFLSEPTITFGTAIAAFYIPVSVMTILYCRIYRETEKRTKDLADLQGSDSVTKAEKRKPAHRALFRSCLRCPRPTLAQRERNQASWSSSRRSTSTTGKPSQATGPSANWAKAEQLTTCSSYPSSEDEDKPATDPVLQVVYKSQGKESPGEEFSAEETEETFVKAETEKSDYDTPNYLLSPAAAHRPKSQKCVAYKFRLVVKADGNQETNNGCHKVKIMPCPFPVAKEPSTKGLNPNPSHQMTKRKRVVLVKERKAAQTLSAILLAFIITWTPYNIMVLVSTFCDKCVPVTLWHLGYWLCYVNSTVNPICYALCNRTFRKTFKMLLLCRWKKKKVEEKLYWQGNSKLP
#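 System: CHO-K1 hM5 cells. Reagent: acetylcholine, EC20 level. Compound dosing: single dose, 3 µM nominal final test concentration. Timing: Post-acetylcholine fluorescence recording 140 s. Detection: Fluo-8 calcium fluorescence. Read-out: % activation, ACh-normalized. Benchmarks: ACh EC20 and EC100 wells. Repeats: singlicate, one well per test compound.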
# M5 ag – agonists of human muscarinic M5 receptor (CHRM5); 360,000 compounds, 0.19% hits; AID 624037; activation, % at 3 µM; CHO-K1 hM5 cells, Fluo-8 calcium fluorescence; 0% DMSO wells, 100% maximal acetylcholine response; P08912;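 active = activation above the run's mean over test compounds plus 3 SD, cut at about 23% in these data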;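 note: signal is peak over basal fluorescence ratio across the kinetic read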
# CHRM4 agonist – CHRM4 agonism in calcium assay; 360,000 compounds, 0.14% hits; AID 624127; CHO-K1 hM4/Gqi5, Fluo-8 calcium fluorescence; vehicle 0%, full acetylcholine response 100%; P08173; activation, % at 3 µM;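 active = activation above the run mean over all test wells plus 3 SD, cut at about 32% in these data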;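 note: peak over basal fluorescence ratio per well then scaled between controls; 0% = DMSO wells and 100% = acetylcholine at EC100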
# CHRM5 antagonist – antagonists of human muscarinic M5 receptor (CHRM5); inhibition, % at 3 µM; 360,000 compounds, 0.59% hits; P08912; CHO-hM5 cells, Fluo-8 calcium fluorescence, ACh EC80; AID 624040;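 active = inhibition above a per-plate cutoff, the mean of that plate's test compounds plus 3 SD, cut at about 27% in these data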;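 note: 0% = acetylcholine EC80 with DMSO and 100% = DMSO without agonist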
# M1 PAM parental – M1 PAM counterscreen hit in parental CHO-K1 cells. ATP EC20, Fluo-8 calcium fluorescence; 0% at ATP EC20, 100% at ATP max. 360,000 compounds, 0.02% hits. activation, % at 3 µM. AID 602247;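 active = activation above the run cutoff, the mean activation of all test compounds plus 3 SD, cut at about 40% in these data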;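 note: peak over basal fluorescence ratio in a 140 s read after ATP addition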
# M1 ag parental – M1 agonist counterscreen hit in parental CHO-K1 cells | Fluo-8 calcium fluorescence; scaled to maximal ATP response, vehicle zero | activation, % at 3 µM | 360,000 compounds, 0.48% hits; in the data active = activation above about 15%;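 note: untransfected CHO-K1 host cells lacking M1 receptor as counterscreen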
# * hit, by the source's call; nt = no result given.
# Under each structure – CHRM4 PAM	CHO-K1 Ca antag	CHRM5 PAM	CHRM4 antagonist	M5 ag	CHRM4 agonist	CHRM5 antagonist	M1 ag parental	M1 PAM parental
> CCc1ccc(/C=C2\SC(=S)N(CCC(=O)N3CCN(C)CC3)C2=O)cc1
→ 18	7	2	-13	-2	2	-2	-0.3	8
> COc1ccccc1CNC(=O)COC(=O)Cc1cccc(F)c1
→ -6	-2	6	22	1	0	0	-0.2	-6
> O=C(NCCCN1CCOCC1)c1ccco1
→ -1	-3	4	-2	-7	0	-9	0.2	11
> CCOc1nc(-c2ccccc2Cl)nc2ccccc12
→ -3	18	14	11	5	-1	-7	-0.1	-27
> CCOC(=O)c1c(C)[nH]c(C(=O)N/N=C\c2ccccc2Cl)c1C
→ -10	-3	-14	-12	5	10	15	7.2	8
> Cc1cccc(NC2=NCC(=O)N2Cc2ccccc2)c1
→ 15	-7	10	-9	-1	-2	-4	-0.3	9
> O=c1nccc(SCc2ccc(Cl)cc2Cl)[nH]1
→ -2	7	-4	-9	-2	2	0	0.4	-7
> CC1(C(=O)NCc2ccccc2)CCC(=O)N1CCc1c[nH]c2ccccc12 (stereo unspecified)
→ -6	31*	-1	4	5	2	1	0.6	-9
> COc1cc(Cl)c(S(=O)(=O)N2CCOCC2)cc1Cl
→ 8	-4	4	0	0	1	-2	0.7	14
> CCOc1ccc(CC(=O)N2CCN(c3ccc(N4CCOCC4)nn3)CC2)cc1OCC
→ 2	-6	-5	-2	2	0	0	0.4	9
> CC1Cc2ccccc2N1C(=O)CCn1cccn1 (stereo unspecified)
→ -2	-14	1	5	0	1	4	0.8	18
> COc1ccc(-c2cnc3c(c2)CCC3(C#N)C#N)cc1
→ 9	-6	-6	-14	0	2	3	1.6	24
> CCn1cc(S(=O)(=O)NCc2ccc3c(c2)OCO3)cn1
→ -2	-4	-1	-1	-5	1	15	-0.2	4
> Cc1nn(C)cc1/C=N/NC(=O)Cn1cncn1
→ 1	-13	5	-6	-3	1	-4	1.1	33
> CC(C)(C)c1cnnn1-c1ccc(C(=O)CCl)cc1
→ -5	4	4	6	-6	0	11	0.8	14

# Looked up by compound from above:
# Under each structure – CHRM4 PAM	CHO-K1 Ca antag	CHRM5 PAM	CHRM4 antagonist	M5 ag	CHRM4 agonist	CHRM5 antagonist	M1 ag parental	M1 PAM parental
> CCc1ccc(/C=C2\SC(=S)N(CCC(=O)N3CCN(C)CC3)C2=O)cc1
→ 18	7	2	-13	-2	2	-2	-0.3	8
> COc1cc(Cl)c(S(=O)(=O)N2CCOCC2)cc1Cl
→ 8	-4	4	0	0	1	-2	0.7	14

# Next compounds.
# Under each structure – CHRM4 PAM	CHO-K1 Ca antag	CHRM5 PAM	CHRM4 antagonist	M5 ag	CHRM4 agonist	CHRM5 antagonist	M1 ag parental	M1 PAM parental
> O=C(CCc1ccccc1)Nc1nc2n(n1)C(c1ccc(Cl)cc1)CC(=O)N2 (stereo unspecified)
→ 9	-8	2	-7	-2	1	-3	0.5	15
> CCc1cccc(NC(=O)Cc2ccc(OC)c(OC)c2)c1
→ -8	4	-9	1	7	8	7	11	7
> Cc1noc(C)c1S(=O)(=O)N(C)C[C@H]1OCc2cnnn2CCCC(=O)N([C@H](C)CO)C[C@H]1C
→ -2	-10	-2	3	0	0	6	1.1	21
> COc1ccccc1-c1cc(-c2ccc(C)cc2)nc(SCc2nnc(-c3ccccc3)o2)c1C#N
→ 0	3	1	3	0	0	1	-0.2	6
> COC(=O)c1c(C)oc(C)c1S(=O)(=O)Nc1ccccc1
→ -24	-9	1	-1	-8	1	6	0.0	11
> Cc1ccc(Nc2nc(N)nc(CN3CCN(C(=O)c4ccco4)CC3)n2)cc1Cl
→ -1	1	2	-11	7	5	1	0.8	10
> Cc1ccc(NC(=O)c2nc[nH]c2C(=O)NCCN(CCNC(=O)c2[nH]cnc2C(=O)Nc2ccc(C)cc2)CCNC(=O)c2[nH]cnc2C(=O)Nc2ccc(C)cc2)cc1
→ 8	-4	3	-5	1	1	9	0.8	11
> C1=C[C@@H]2CCN(Cc3ccccc3)Cc3cccc(c32)C1
→ -3	-19	-2	1	-6	6	6	1.3	7
> Cc1ccc(NC(=O)COC(=O)/C=C/c2cccc(Cl)c2)cc1S(=O)(=O)N1CCOCC1
→ -8	13	-11	4	-1	8	13	2.8	-3
> Cc1cc(C)n(NC(=S)NC2CCCCC2)c(=O)c1C#N
→ -4	-16	3	-24	-6	4	-4	1.7	19
> CCOC(=O)c1nn(-c2ccc3c(c2)OCCO3)cc1O
→ 1	-15	1	-7	3	0	4	0.0	1
> CCCCS(=O)(=O)NC1=NCN(CCO)CN1
→ 9	-16	5	-2	-9	0	-8	0.1	16
> CC(C)COc1cccc(C(=O)Nc2ccc(CN3CCOCC3)cc2)c1
→ -3	14	0	-1	-6	4	18	0.4	-27
> COC(=O)C1=C(N)c2c(F)cccc2C1(C#N)c1ccc(F)cc1 (stereo unspecified)
→ 3	-8	3	9	-6	-3	-6	0.4	25
> ClCc1ncc(-c2ccc(Cl)cc2)o1
→ 4	-12	4	6	-5	1	18	0.3	6
> CN(C)c1ccc(NC(=O)CSc2nc3ccccc3c(=O)n2CC2CCCO2)cc1 (stereo unspecified)
→ -2	1	-1	-5	-4	1	13	-0.1	-10
> Cc1ccc(S(=O)(=O)CCc2nc3ccccc3s2)cc1C
→ 3	-8	-6	-3	-1	0	-2	0.6	4
> CS(=O)(=O)N1CCn2c1nc1ccccc12
→ 0	-17	4	-7	-2	2	-1	0.0	7
> O=C1CNC(=S)N1c1nc2ccccc2s1
→ -2	-2	7	2	-2	1	1	0.8	3
> S=C(NCCN1CCOCC1)NC1CCCC1
→ 12	4	7	-11	0	1	0	-0.7	-4
> CN=C1NN=C(c2cc(C)n(-c3ccc(Cl)cc3)c2C)CS1
→ 1	-1	-4	5	-3	1	3	0.0	17
> Cc1ccc(-c2csc(-c3cc(C)on3)n2)cc1
→ 7	18	3	5	2	-1	-4	-0.6	-8
> CC(C)OCCCNC(=S)N1CCC(C(=O)c2ccc(Cl)cc2)CC1
→ -6	3	-3	-6	7	10	4	6.8	-7
> C/C(CCc1ccco1)=N/NC(=O)CCC(=O)Nc1cccc(Cl)c1
→ -1	0	-5	1	-2	0	2	0.0	14
> CC(=O)c1ccc(NC(=O)C2CCC(C)NC2=O)cc1 (stereo unspecified)
→ 15	-12	2	-2	-2	1	-9	0.3	11
> O=C(CCCC(=O)N(CC(=O)NC1CCCC1)Cc1ccccc1)Nc1ccccn1
→ -8	-5	0	2	1	1	1	0.0	4
> CC(C)Cn1c(=O)c(-[n+]2ccccc2)c([O-])c2ccccc21
→ -1	-2	10	-1	-7	1	-2	0.0	12
> COc1ccc(CN2CCN(C(=O)CCC(=O)Nc3nnc(C(C)C)s3)CC2)cc1F
→ -8	-6	1	-6	-5	3	4	2.2	5
> CC1CCN(S(=O)(=O)c2cccc(-c3cn4cc(Cl)ccc4n3)c2)CC1
→ -8	-6	0	3	-5	1	-1	0.0	4
> COC/C=C/C1=CC(=O)C[C@H](c2ccc3c(c2)OCO3)C1
→ 2	10	-2	6	0	2	7	-0.1	-13
> CC(=O)N(/N=C1\Sc2ccccc2C1=O)c1ccccc1
→ 9	-13	-2	-2	-4	0	2	0.3	22
> N#Cc1ccc(Sc2ccccn2)c([N+](=O)[O-])c1
→ -4	9	-6	0	-6	0	14	0.3	3
> COc1ccccc1NC(=O)C1=C(C)NC(=O)NC1c1ccco1 (stereo unspecified)
→ 5	0	8	-2	0	1	7	-0.2	-3
> Cn1c(NCc2ccccc2)nc2cc(-c3ccccc3)sc2c1=O
→ 5	-18	-6	-20	0	2	-6	0.7	11
> COC(=O)c1ccc(OC(=O)C2CC(=O)N(c3cccc(C)c3)C2)cc1 (stereo unspecified)
→ 3	-8	-3	-10	1	2	6	-0.2	11
> Cc1ccc(C#CC[N+](C)(C)CC#Cc2ccccc2)cc1
→ -13	-9	-27	11	-14	0	19	0.1	0
> Cc1ccnc(NC(=O)C2CCCN(S(=O)(=O)c3cnc[nH]3)C2)c1 (stereo unspecified)
→ 0	-1	1	-5	2	1	1	0.1	2
> O=C(COC(=O)c1ccccn1)Nc1c(Cl)cccc1Cl
→ 17	-8	1	-4	1	1	-7	0.7	16
> COCCCNC(=O)CCn1c(=O)c2ccccc2n(CC(=O)Nc2cc(Cl)ccc2C)c1=O
→ 8	-7	1	2	-3	0	2	0.5	7
> O=C(Cc1cccs1)N/N=C/c1ccc(OCc2ccccc2)cc1
→ -4	-10	-3	7	-2	4	-5	3.0	19
> COc1ccc2nc(-c3ccccc3)cc(C(=O)OCC(=O)NC3CC3)c2c1
→ 7	-5	3	14	0	1	1	1.5	15
> COc1cc(C2Nc3cccc4cccc(c34)N2)cc(OC)c1OC(C)=O
→ -1	6	7	-4	-2	1	-1	-0.1	3
> C/C(=N\NC(=S)NC1CCCCC1)c1cccc(Br)c1
→ 16	-6	6	-12	-3	0	0	0.1	21
> COc1ccc(S(=O)(=O)N(C)C(C)CCc2ccco2)cc1 (stereo unspecified)
→ 0	-11	7	6	0	2	3	1.5	10
> CCCCC(=O)NC(c1ccc(OC)c(OC)c1)c1ccc2cccnc2c1O (stereo unspecified)
→ 11	5	1	-17	8	3	-5	1.1	-6
> CC(NC(=O)C(=O)Nc1nccs1)c1ccccc1 (stereo unspecified)
→ -19	6	21*	-3	8	nt	31*	3.4	22
> O=C(COc1ccccc1)N1CCN=C1SCc1ccccc1
→ 6	-14	11	-10	-8	1	0	1.2	0
> O=C(NC(=S)Nc1ccc(Cl)c(C(=O)O)c1)c1ccc(OCc2ccccc2)cc1
→ 5	-5	12	-6	-4	1	3	0.9	12
> Cc1ccc(-n2nc3c(=O)n(CC(=O)NCCc4ccco4)nc(C)c3c2C)cc1
→ 1	-15	1	-17	-7	-1	-8	-0.5	21
> CC1CC(=O)NN=C1c1cccs1 (stereo unspecified)
→ 0	-12	7	-6	-2	0	-5	1.2	22
> COc1ccc(OCC(O)CN2CCCCC2)cc1 (stereo unspecified)
→ 0	10	1	-3	1	1	-4	1.9	5
> CC(=O)Nc1ccc(NC(=O)CC2SC(=O)N(CC(=O)c3ccccc3)C2=O)cc1 (stereo unspecified)
→ 6	-7	-5	-33	-5	1	12	0.1	-7
> CN1CCN(c2ncnc3c2ncn3[C@H]2CN(Cc3ccc(F)cc3)C[C@@H](CO)O2)CC1
→ 0	25*	-3	5	0	1	8	0.1	-13
> N#Cc1ccccc1N/C=C/C(=O)c1ccc(Cl)cc1
→ -4	-7	3	10	-6	0	-2	0.8	13
> Cc1ccccc1N1C(=O)c2cccc3c(N(C)CCO)ccc(c23)C1=O
→ -3	7	-7	12	18	17	15	17*	3
> C=C1CCN([C@@H](Cc2ccccc2)C(=O)NCCCc2ccccc2)S(=O)(=O)c2ccccc21
→ -6	-2	-10	-7	-1	11	9	-0.4	10
> CC(C)OCCCNC(=O)c1ccc(N(C)S(C)(=O)=O)cc1
→ 0	2	-2	8	1	1	-1	0.2	9
> CCCCNC(=O)c1onc(CSc2cccc(OCC)c2)c1C(=O)O
→ 4	-14	-2	3	3	0	11	0.0	-5
> CC1CC(C)CN(C(=O)C(NS(=O)(=O)c2ccc(Br)s2)c2ccccc2)C1 (stereo unspecified)
→ -9	-1	-4	7	-5	-1	11	-0.4	4
> Cn1c(NNC(=O)c2ccc(C(C)(C)C)cc2)cc(=O)n(C)c1=O
→ 7	-6	3	1	-6	1	-2	2.5	25
> CCOC(=O)N1CCN(C(c2ccccc2)c2sc3nc(C)nn3c2O)CC1 (stereo unspecified)
→ 7	-19	8	-3	3	0	-5	0.3	13
